From PubChem BioAssay
Mdm2 ligase inh – inhibitors of human Mdm2 E3 ubiquitin ligase; Q00987; cell-based MDM2 ubiquitination luciferase reporter, 2 h; 0 = plate control, 100 = twice control, blank-subtracted; signal enhancement, % at 5 µM; 210,000 compounds, 0.11% hits; AID 1230;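 active = signal enhancement of 30% or more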;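 note: luminescence tracks abundance of the self-degrading MDM2-luciferase fusion protein; higher signal means inhibition of MDM2 E3 ligase activity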
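Material: stable MDM2–luciferase fusion reporter cells / Quantity: 2000 cells/well / Dosing: single 5 µM compound dose, 0.2% final DMSO / Buffer or medium: DMEM / Schedule: 4 h cell settling then 2 h compound exposure, 37 °C / Detection: luminescence with SteadyLite reagent, 15 min at room temperature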
14-3-3 Bad PPI – disrupts binding of bovine 14-3-3 zeta to phospho-Bad peptide; 220,000 compounds, 0.71% hits; TR-FRET 14-3-3zeta/Dy647-pBad peptide displacement, 1 h; inhibition, % at 21.7 µM;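 active = inhibition above about 70%, limit read from the data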;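 note: 0% = full 14-3-3 plus peptide FRET controls and 100% = background without 14-3-3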
FXIa inh – blocks human coagulation factor XIa protease activity; P03951; 220,000 compounds, 0.14% hits; inhibition, % at 5 µM; purified FXIa, Boc-Glu-Ala-Arg-AMC fluorogenic substrate;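 active = inhibition of at least 40%; inactive = inhibition below 40%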;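 note: fluorescence of freed AMC excited at 355 nm; 0% = enzyme without compound and 100% = no enzyme blank; many of its hits are not listed in these tables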
p97 ATPase inh – human p97 ATPase inhibition | P55072 | recombinant p97 ATPase, Kinase-Glo ATP luminescence, 3 h | inhibition, % at 8 µM | 220,000 compounds, 0.42% hits | AID 1481; in the data active = inhibition above about 15%;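 note: 0% = DMSO vehicle and 100% = wells lacking enzyme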
Target sequence (P55072 whole entry, looked up): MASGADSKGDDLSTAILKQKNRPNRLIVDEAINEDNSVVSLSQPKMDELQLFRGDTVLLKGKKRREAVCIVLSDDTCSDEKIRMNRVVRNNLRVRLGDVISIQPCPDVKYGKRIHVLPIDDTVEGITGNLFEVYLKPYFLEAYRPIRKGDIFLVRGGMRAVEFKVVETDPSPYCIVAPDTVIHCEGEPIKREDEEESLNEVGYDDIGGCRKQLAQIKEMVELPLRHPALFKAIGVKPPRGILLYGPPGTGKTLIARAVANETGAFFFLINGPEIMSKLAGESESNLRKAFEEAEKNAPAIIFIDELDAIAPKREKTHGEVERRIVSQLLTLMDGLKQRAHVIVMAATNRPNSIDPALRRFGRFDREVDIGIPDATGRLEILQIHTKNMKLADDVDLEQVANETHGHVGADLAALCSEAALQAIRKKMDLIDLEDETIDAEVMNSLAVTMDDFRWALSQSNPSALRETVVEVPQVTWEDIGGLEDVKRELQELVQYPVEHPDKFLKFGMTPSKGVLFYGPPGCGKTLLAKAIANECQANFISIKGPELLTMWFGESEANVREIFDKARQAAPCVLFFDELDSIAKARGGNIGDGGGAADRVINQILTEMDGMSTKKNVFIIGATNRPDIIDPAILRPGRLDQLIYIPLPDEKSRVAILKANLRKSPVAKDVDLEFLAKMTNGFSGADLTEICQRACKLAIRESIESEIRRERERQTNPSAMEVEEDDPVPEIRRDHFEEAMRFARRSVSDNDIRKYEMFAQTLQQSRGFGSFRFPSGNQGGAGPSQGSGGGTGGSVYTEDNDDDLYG
Rad51 HR inh – blocks human Rad51 in homologous recombination; inhibition, % at 10 µM; 200,000 compounds, 0.085% hits; hRad51 DNA strand exchange, fluorescence dequenching; AID 1385;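 active = inhibition above 40% at the single screening dose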;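 note: 0% = DMSO control wells and 100% = blanks with heterologous ssDNA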
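Test system: preformed human Rad51 ssDNA filaments; also added: Donor/quencher-labelled 47-bp dsDNA substrate; doses: 10 µM final, single point; times: 37 °C 15-min filament assembly, 30-min compound preincubation, 15-min exchange; detection: FRET fluorescence dequenching, excitation 485 nm, emission 520 nm; read-out basis: Fluorescence-based percent inhibition, control- and blank-normalised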
FXIIa inh – factor XIIa (human) inhibition; P00748; purified FXIIa, Boc-QGR-AMC fluorogenic substrate, 2 h; inhibition, % at 5 µM; 220,000 compounds, 0.3% hits; in the data active = inhibition above about 40%;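 note: 0% = enzyme with no compound and 100% = blank without enzyme; many of its hits are not listed in these tables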
Wee1 degr inh – human Wee1 degradation inhibition, primary screen; AID 1321; 220,000 compounds, 1.2% hits; reporter increase, % at 5 µM; HeLa Luc-Wee1K328M stability, luciferase luminescence; 100% = proteasome inhibitor MG132 effect; P30291;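 active = activation above the mean of all tested compounds plus 3 SD, set per screening run, cut at about 8.8% in these data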;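 note: cells exposed to compound for 20 h before luminescence read; 0% = DMSO alone and 100% = MG132 at 30 µM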
hK5 inh – blocks human kallikrein 5 protease activity | Q9Y337 | recombinant hK5, fluorogenic AMC substrate cleavage | inhibition, % at 5 µM | 210,000 compounds, 0.59% hits | AID 873;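 active = inhibition of 40% or more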;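 note: 0% = enzyme controls without compound and 100% = no-enzyme blanks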
eIF4E 4G PPI – blocks eIF4E binding to eIF4G; P63073+Q04637; TR-FRET eIF4E-eIF4GI(517-606) binding, 2 h; inhibition, % at 21.7 µM; 220,000 compounds, 0.37% hits; AID 782;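 active = inhibition above about 30%, limit read from the data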;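 note: 0% = full FRET control wells and 100% = background wells lacking eIF4GI fragment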
Active calls of the source: *; nt = no result given; [ ] = another dose, or the depositor's remark.

SMILES	Mdm2 ligase inh	14-3-3 Bad PPI	FXIa inh	p97 ATPase inh	Rad51 HR inh	FXIIa inh	Wee1 degr inh	hK5 inh	eIF4E 4G PPI
COc1ccc(-c2c(C)n([O-])c3c([n+]2=O)CCCC3)cc1OC	1	3	-6	-2	2	2	0	-4	0
N#Cc1nc(-c2ccco2)oc1N1CCN(C(c2ccccc2)c2ccccc2)CC1	-5	-3	7	-2	4	20	-1	7	1
O=c1[nH]n(-c2ccc(Cl)cc2)c2ncccc12	-13	1[fluorescence artefact?]	-1	1	2	5	0	-24	-5[fluorescence artefact?]
COc1ccccc1C(=O)Nc1nc(N)n(-c2ccccc2)n1	-4	1	2	3	4	18	-2	-10	-4
COc1ccc(/C=N/NC(=O)CCc2n[nH]c(=O)[nH]c2=O)cc1O	nt	0	11	9	nt	13	-1	-8	-3
CCCCC(=O)Nc1sc2c(c1-c1nc3ccccc3s1)CCN(C(C)=O)C2	-2	-3	-1	-1	-13	20	-2	-2	1
COc1ccc(OC)c(NC(=O)Nc2cc(C(=O)O)ccc2C)c1	-2	-9	2	5	nt	8	-1	nt	3
Cc1cccc(N/C(=N\S(=O)(=O)c2ccccc2)C(F)(F)F)c1	15	15[fluorescence artefact?]	8	1	nt	3	1	3	1
CCc1nc(NCc2ccco2)c2oc3ccccc3c2n1	-7	81*	-1	3	4	4	0	2	-8
Cc1ccc(NC(=O)c2ccc(OC(=O)COc3cccc(Cl)c3)cc2)cc1	1	-5	7	6	2	8	6	-15	-5
COc1c(O)c(O)c2oc(-c3ccccc3)cc(=O)c2c1OC	-6	-2	3	3	4	12	-3	-2	-1
O=C(O)C(Cc1ccccc1)N1C(=O)/C(=C/c2cccc3ccccc23)SC1=S (stereo not drawn)	-9	-3[fluorescence artefact?]	6	-4	3	15	0	15	11[fluorescence artefact?]
CN(c1ccccc1)S(=O)(=O)c1ccc(C(=O)N2CCc3ccccc3C2)cc1	1	-3	-4	1	-11	-1	-2	-15	1
CCN(CC)C(=O)Oc1ccc2cc(Br)ccc2c1	4	-7[fluorescence artefact?]	-3	-4	0	7	3	-17	-1
CC1CCN(C(=O)CCCOc2cc(=O)n(C)c3ccccc23)CC1	nt	4	1	-3	4	12	3	0	0
NC(=O)Nc1ccc(C(=O)OCC(=O)Nc2ccc(Cl)cn2)cc1	-11	-3	3	11	2	5	2	5	5
O=[N+]([O-])c1ccc2c(c1)C(N1CCOCC1)/C(=C/COc1ccc3ccccc3c1Br)O2 (stereo not drawn)	-4	-3	3	-5	-1	4	1	-18	-1
O=[N+]([O-])c1cc(C=Nc2ccc3ccccc3c2)ccc1Br	-5	-17[fluorescence artefact?]	8	1	-2	14	5	-12	5[fluorescence artefact?]
Brc1ccc(-c2nnc3ccc(Nc4ccccc4)nn23)cc1	17	25	7	3	-29	20	-1	-7	-6[fluorescence artefact?]
O=C(CSCc1cccc(Br)c1)N1CCOCC1	-17	7	3	4	-2	3	2	2	4
CCCc1nc2ccccc2n1CCc1ccccc1	-9	-6[fluorescence artefact?]	8	1	nt	10	-1	-7	-1
COC(/C=C/Nc1ccc(Cl)cc1)=C(C#N)C#N	-5	12	1	-4	-9	8	1	-11	-3
O=C(NNC(=O)c1cccnc1SCc1cccc([N+](=O)[O-])c1)c1ccccn1	nt	-4[fluorescence artefact?]	7	5	nt	7	1	-112	-4
CN(CC(=O)N1CCCCCC1)S(=O)(=O)c1cccc2cccnc12	-22	2	5	9	-5	8	2	-1	-2
COC(=O)c1sccc1-c1ccc(C(N)=O)o1	5	-2	1	2	10	14	-1	6	1

(list continues)
SMILES	Mdm2 ligase inh	14-3-3 Bad PPI	FXIa inh	p97 ATPase inh	Rad51 HR inh	FXIIa inh	Wee1 degr inh	hK5 inh	eIF4E 4G PPI
CCOc1ccc(CSC2=NCCN2)cc1Cl	-20	11	3	3	-12	10	-1	-4	1
CCN1/C(=C2\C(=O)N(C)C(=S)N2C)C=Cc2cc(OC)ccc21	-8	-43	5	4	nt	10	-1	-1	-2
CCOc1ccc(S(=O)(=O)NCC(=O)N(C)Cc2cccnc2)cc1	-1	1	1	-2	-3	10	1	-6	0
O=C(Cc1cccs1)N/N=C/C=C/c1ccco1	8	-2[fluorescence artefact?]	8	2	-9	17	-3	-43	2[fluorescence artefact?]
COc1ccc(C(=O)Nc2nc3c(s2)CCCC3)cc1S(=O)(=O)N1CCCc2ccccc21	-4	-33[fluorescence artefact?]	1	0	0	8	1	-13	6
Cc1ccccc1-n1c(=O)/c(=C\c2ccco2)s/c1=C(/C#N)C(=O)Nc1ccccc1	0	-8	2	4	-4	17	1	-17	-12
O=c1c2cc(Br)ccc2nc(-c2cccc(C(F)(F)F)c2)n1O	-3	5	5	6	-5	15	-3	-105	0
CCOC(=O)c1c(NC(=O)CSC(=S)N(C)C)sc(C)c1C	0	-12	22	1	nt	17	-2	12	6
O=S(=O)(/N=C(/Nc1ccccc1)C(F)(F)F)c1ccccc1	-6	-6	7	0	-3	6	-4	-24	5
Cn1c(=O)oc2cc(S(=O)(=O)NCc3ccco3)ccc21	-7	-6[fluorescence artefact?]	3	2	0	6	4	0	4[fluorescence artefact?]
Cc1cc(C)cc(NC(=O)Nc2ccccc2N2CCCCC2)c1	-10	-5	4	4	15	9	-3	-2	1
COc1ccccc1NC(=O)COc1ccc(Br)cc1CO	-75	4	-4	1	0	-2	4	0	14[fluorescence artefact?]
CCN1CCCC1CNC(=O)CS(=O)(=O)Cc1nc(-c2ccccc2C)oc1C (stereo not drawn)	-8	-8	11	-6	3	21	-2	-4	0
CCOCCCn1c(=O)c(NC(=O)c2ccc(OCC)cc2)c2n(c1=S)CCCCC2	2	2	6	0	-3	8	-1	-9	0
CC(C)N(C(=O)CSc1nc2ccccc2n1Cc1ccccc1)C(C)C	-10	-6[fluorescence artefact?]	3	-1	1	15	-1	3	-3
Cc1ccc(C(=O)CNc2ccc(Cl)cc2)cc1	-15	39	-3	5	15	3	1	-1	4
Cc1ccccc1OCc1nc2ccccc2c(=O)n1NC(=O)c1ccco1	-4	4	-3	6	6	12	1	6	2
O=C(/C=C/c1ccc(Cl)cc1)NC1CCS(=O)(=O)C1 (stereo not drawn)	-9	-10	-6	-4	1	4	0	-3	-5
Nc1c(NCCN2CCOCC2)c2ccccc2oc1=O	-11	1	-6	3	-6	6	-4	-5	-6
CCCCn1c(Cc2ccccc2)nnc1SCC(=O)N1CCOCC1	2	-4[fluorescence artefact?]	2	-1	0	12	-1	-1	1
CN(C)c1ccc(C2Nc3ccccc3C(=O)N2CCCN2CCOCC2)cc1 (stereo not drawn)	-30	-4	6	0	3	8	0	-7	-1
Cc1ccccc1-c1nc(CS(=O)(=O)CC(=O)NCCCN2C(C)CCCC2C)c(C)o1 (stereo not drawn)	-15	5	-8	5	0	1	-3	-3	-2
O=C(CN1CCOCC1)Nc1ncc(Cc2cccc(Cl)c2Cl)s1	3	-2	8	0	3	6	2	-7	-5
c1ccc(-c2noc(CCC3CCCC3)n2)cc1	-8	-2	0	1	-35	8	-1	2	3
COc1cccc(N=C(N)N=C(N)N)c1	-8	2	-2	4	6	6	-3	1	-7

Further results.
SMILES	Mdm2 ligase inh	14-3-3 Bad PPI	FXIa inh	p97 ATPase inh	Rad51 HR inh	FXIIa inh	Wee1 degr inh	hK5 inh	eIF4E 4G PPI
CCNC(=O)N1c2ccc(OC)cc2C(C)=CC1(C)C	-12	-8	7	2	-9	19	-3	-9	4
CSc1ccc(/C=N/NC(=O)CN2CCN(Cc3ccccc3)CC2)cc1	-9	-11	7	-4	-4	8	3	-14	0
COc1cccc(NC(=S)N(CCCN2CCCC(C)C2)Cc2cccs2)c1 (stereo not drawn)	-10	-4	-7	0	-3	2	-4	-7	-1
O=C(NCc1cccnc1)c1cccc(S(=O)(=O)N2CCCCC2)c1	-15	-2[fluorescence artefact?]	2	-1	5	4	0	3	-4[fluorescence artefact?]
O=C(NCc1ccccc1)c1ccc(Cl)cc1	-16	1	9	1	-11	28	1	5	-6
O=C(Cn1c(C(F)(F)F)nc2ccccc21)OCC(=O)c1c[nH]c2ccccc12	-12	6	2	8	-1	6	-1	14	-5

Filtered by structure, those above with a Cl atom (9)
SMILES	Mdm2 ligase inh	14-3-3 Bad PPI	FXIa inh	p97 ATPase inh	Rad51 HR inh	FXIIa inh	Wee1 degr inh	hK5 inh	eIF4E 4G PPI
O=c1[nH]n(-c2ccc(Cl)cc2)c2ncccc12	-13	1[fluorescence artefact?]	-1	1	2	5	0	-24	-5[fluorescence artefact?]
Cc1ccc(NC(=O)c2ccc(OC(=O)COc3cccc(Cl)c3)cc2)cc1	1	-5	7	6	2	8	6	-15	-5
NC(=O)Nc1ccc(C(=O)OCC(=O)Nc2ccc(Cl)cn2)cc1	-11	-3	3	11	2	5	2	5	5
COC(/C=C/Nc1ccc(Cl)cc1)=C(C#N)C#N	-5	12	1	-4	-9	8	1	-11	-3
CCOc1ccc(CSC2=NCCN2)cc1Cl	-20	11	3	3	-12	10	-1	-4	1
Cc1ccc(C(=O)CNc2ccc(Cl)cc2)cc1	-15	39	-3	5	15	3	1	-1	4
O=C(/C=C/c1ccc(Cl)cc1)NC1CCS(=O)(=O)C1 (stereo not drawn)	-9	-10	-6	-4	1	4	0	-3	-5
O=C(CN1CCOCC1)Nc1ncc(Cc2cccc(Cl)c2Cl)s1	3	-2	8	0	3	6	2	-7	-5
O=C(NCc1ccccc1)c1ccc(Cl)cc1	-16	1	9	1	-11	28	1	5	-6

2 entries drawn at random from the list so far:
SMILES	Mdm2 ligase inh	14-3-3 Bad PPI	FXIa inh	p97 ATPase inh	Rad51 HR inh	FXIIa inh	Wee1 degr inh	hK5 inh	eIF4E 4G PPI
CCNC(=O)N1c2ccc(OC)cc2C(C)=CC1(C)C	-12	-8	7	2	-9	19	-3	-9	4
COc1cccc(NC(=S)N(CCCN2CCCC(C)C2)Cc2cccs2)c1 (stereo not drawn)	-10	-4	-7	0	-3	2	-4	-7	-1
